Hck-Nef inh = blocks Nef-activated human Hck kinase. AID 463187. Recombinant Hck-YEEI plus Nef, Z-Lyte FRET kinase assay. hit rate 0.68% among 220,000. inhibition, % at 20 µM;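 active = Hck-Nef kinase inhibition above about 50%, limit read from the data; inactive = inhibition below that limit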;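 note: 0% = DMSO with Hck plus Nef and 100% = Hck alone without Nef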
Target sequence (P08631 whole entry, looked up): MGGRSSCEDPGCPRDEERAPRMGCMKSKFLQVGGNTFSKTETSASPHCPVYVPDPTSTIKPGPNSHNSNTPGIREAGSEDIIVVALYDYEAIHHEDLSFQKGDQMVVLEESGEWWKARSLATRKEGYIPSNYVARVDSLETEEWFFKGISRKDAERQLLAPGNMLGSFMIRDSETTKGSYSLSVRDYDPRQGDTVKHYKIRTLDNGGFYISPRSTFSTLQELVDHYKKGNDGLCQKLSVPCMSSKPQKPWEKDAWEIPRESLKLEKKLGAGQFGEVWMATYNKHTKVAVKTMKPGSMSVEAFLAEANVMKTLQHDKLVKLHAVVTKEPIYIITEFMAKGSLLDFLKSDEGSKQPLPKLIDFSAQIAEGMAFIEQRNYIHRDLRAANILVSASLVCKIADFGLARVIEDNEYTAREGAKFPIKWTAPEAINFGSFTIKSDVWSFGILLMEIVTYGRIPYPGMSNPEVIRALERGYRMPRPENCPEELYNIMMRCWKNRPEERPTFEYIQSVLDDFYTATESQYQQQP
Runt-CBFb FRET = blocks binding of human RUNX1 Runt domain to CBFb; inhibition, % at 20 µM; hit rate 0.46% among 220,000; Cerulean-Runt/Venus-CBFb FRET ratio 530/480, 1 h; Q01196+Q13951; AID 1496;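 active = inhibition over about 50% at 20 µM in the single-dose screen, limit read from the data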;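 note: 0% = DMSO wells and 100% = excess unlabeled CBFb competitor control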
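Buffer or medium: Tris pH 7.5 buffer with BSA. Assay system: Cerulean-labeled Runt domain protein. Amount: each fluorescent fusion protein 100 nM. Read-out basis: loss of energy transfer signal. Incubation: 1 h compound exposure, room temperature. Probe or stimulus: Venus-CBFb binding partner, 100 nM. Detection: FRET, excitation 422 nm, emission at 530 and 480 nm.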
L929 necroptosis = blocks zVAD induced death of L929 cells; L929 zVAD necroptosis rescue, ATP luminescence, 24 h; with zVAD 60 µM; viability rescue, % at 10 µM; hit rate 0.38% among 220,000; AID 1377;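 active = activation, scaled between plate controls, above about 75%, limit read from the data; inactive = activation under that limit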;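 note: 0% = zVAD with DMSO and 100% = DMSO alone without zVAD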
Mdm2 ligase inh = inhibitors of human Mdm2 E3 ubiquitin ligase. Q00987. cell-based MDM2 ubiquitination luciferase reporter, 2 h; 0 = plate control, 100 = twice control, blank-subtracted. signal enhancement, % at 5 µM. hit rate 0.11% among 210,000;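 active = signal enhancement of 30% or more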;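 note: luminescence tracks abundance of the self-degrading MDM2-luciferase fusion protein; higher signal means inhibition of MDM2 E3 ligase activity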
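Test system: mammalian cells stably expressing self-ubiquitinating, self-degrading MDM2 E3–luciferase fusion; Amount: 2000 cells in each well; Medium: DMEM; Schedule: 4 h settle plus 2 h compound, 37 °C; Technique: SteadyLite luciferase luminescence after 15 min room-temperature reagent incubation; Benchmarks: plate control and blank wells.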
Runt-SMMHC FRET = Runt domain-CBFb-SMMHC interaction inhibition; Q01196+Q13951; inhibition, % at 20 µM; hit rate 0.74% among 220,000; Cerulean-Runt/Venus-CBFb-SMMHC FRET ratio 530/480, 1 h; AID 1434;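 active = mean inhibition across duplicate retests at 20 µM reaching about 50%, limit read from the data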;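 note: 0% = DMSO wells and 100% = wells with excess untagged CBFb-SMMHC; inhibitors lower the FRET ratio by blocking Runt binding to CBFb-SMMHC; some results filed as inactive read as strong as hits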
EBV gp42 inh = EBV gp42 inhibition; Q1HVG2; Fluorescence polarization binding assay, mP read-out; inhibition, % (tested at 21.74 µM); hit rate 0.42% among 220,000; AID 1085; in the data active = inhibition above about 50%
14-3-3 Bad inh = disrupts binding of bovine 14-3-3 zeta to phospho-Bad peptide; P63103; TR-FRET 14-3-3zeta/Dy647-pBad peptide displacement, 1 h; inhibition, % at 21.7 µM; hit rate 0.71% among 220,000; AID 781;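 active = inhibition above about 70%, limit read from the data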;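 note: 0% = full 14-3-3 plus peptide FRET controls and 100% = background without 14-3-3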
p47phox inh = blocks human p47phox regulatory protein of NADPH oxidases. P14598. p47phox/p22phox peptide binding, fluorescence polarization, 2 h. inhibition, % at 24.7 µM. hit rate 0.53% among 220,000;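 active = inhibition above about 30%, limit read from the data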;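 note: 0% = p47phox with labelled peptide and 100% = labelled peptide alone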
Target sequence (P14598 whole entry, looked up): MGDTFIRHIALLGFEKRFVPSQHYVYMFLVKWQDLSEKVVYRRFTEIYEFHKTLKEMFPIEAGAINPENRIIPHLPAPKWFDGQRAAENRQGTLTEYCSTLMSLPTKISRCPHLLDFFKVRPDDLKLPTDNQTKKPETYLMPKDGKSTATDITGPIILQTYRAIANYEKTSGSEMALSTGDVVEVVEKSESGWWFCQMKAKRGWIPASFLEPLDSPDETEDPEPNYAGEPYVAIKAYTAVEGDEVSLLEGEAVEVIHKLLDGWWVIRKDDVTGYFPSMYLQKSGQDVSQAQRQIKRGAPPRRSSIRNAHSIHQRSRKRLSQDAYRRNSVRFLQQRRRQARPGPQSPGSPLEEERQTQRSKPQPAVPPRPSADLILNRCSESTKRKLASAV
Tb hexokinase = T. brucei hexokinase 1 inhibition | recombinant TbHK1, G6PDH-coupled NADH A340 | inhibition, % at 10 µM | hit rate 0.11% among 220,000;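 active = inhibition of 50% or more in the single-dose primary screen; inactive = inhibition below 50%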
Active calls of the source: *; . = not tested or not shown; [ ] = another dose, or the depositor's remark.

[1] CCOC(=O)c1ccc(NC(=O)CS(=O)(=O)c2cn(CC)c3ccccc23)cc1
[2] Cc1cc(C(=O)NCCC2=CCCCC2)ccc1[N+](=O)[O-]
[3] COC(=O)Nc1ccc(S(=O)(=O)N2CCCC(C(=O)N3CCCCC3)C2)cc1 (stereo not given)
[4] CCCN=Cc1ccc(O)cc1
[5] CCCCOc1ccc(CC2CCC(=O)NC2=O)cc1 (stereo not given)
Compound	1	2	3	4	5
Hck-Nef inh	1	22	13	-2	24
Runt-CBFb FRET	0	0	-2	0	0
L929 necroptosis	11	38	1.4	0.1	0.3
Mdm2 ligase inh	-10	4	-57	-13	-4
Runt-SMMHC FRET	-2	0	-3	-4	0
EBV gp42 inh	-10	-1	-8	1	0
14-3-3 Bad inh	2	-12	0	-7	-15
p47phox inh	-11	0	1	10	-5
Tb hexokinase	-1	1	-1	-30	-6

[6] CC(=O)c1c(C)[nH]c(C(=O)NCc2ccc(F)cc2)c1C
[7] Cc1cccc(C)c1NC(=S)N1CC(C)OC(C)C1 (stereo not given)
[8] O=C1NC(NS(=O)(=O)c2ccccc2)(C(F)(F)F)C(=O)N1Cc1cccnc1 (stereo not given)
[9] c1csc(C(c2nnnn2C2CCCCC2)N2CCN(c3nc4ccccc4s3)CC2)c1 (stereo not given)
[10] CCOCCCNS(=O)(=O)c1ccc(NC(=O)N2c3ccccc3Sc3ccccc32)cc1
Compound	6	7	8	9	10
Hck-Nef inh	18	-6	0	7	1
Runt-CBFb FRET	-2	-1	-3	-5	0
L929 necroptosis	1.7	-0.2	-0.5	-0.2	0.5
Mdm2 ligase inh	-9	-8	-8	.	-1
Runt-SMMHC FRET	0	-2	0	-2	2
EBV gp42 inh	5	-8	1	7	4
14-3-3 Bad inh	-2	1	2	1	-6
p47phox inh	-3	-6	-3	-14	-8
Tb hexokinase	-3	-7	5	-6	-7

[11] CCOc1ccc(NC(=O)Nc2cc(C(C)C)c(O)cc2C)cc1
[12] COc1ccc2nc(NC(=O)CN(C)S(=O)(=O)c3cccs3)sc2c1
[13] CCN(CC)S(=O)(=O)c1cccc(NC(=O)C(=O)c2c(-c3ccccc3)cc3ccccn23)c1
[14] O=C(Cc1ccccc1)NNc1ccc2ccccc2c1
[15] Fc1ccc(CSc2ncnc3scc(-c4ccccc4)c23)cc1
Compound	11	12	13	14	15
Hck-Nef inh	10	1	3	24	2
Runt-CBFb FRET	0	1	0	3	0
L929 necroptosis	73	28	-0.1	-0.2	0.6
Mdm2 ligase inh	-8	-5	-24	-4	-23
Runt-SMMHC FRET	-1	2	0	3	-1
EBV gp42 inh	-6	-3	-1	-1	-14
14-3-3 Bad inh	6	.	-10	-13	0
p47phox inh	-6	1	-14	0	-20
Tb hexokinase	-2	2	1	3	3

[16] Cc1csc(NC(=O)c2cncc(Br)c2)n1
[17] CCOC(=O)C(NC(=O)c1ccc(OC)cc1)(N1CCCC1=O)C(F)(F)F (stereo not given)
[18] O=C(c1cccc(C(=O)N(c2ccccn2)C2CCCCC2)c1)N(c1ccccn1)C1CCCCC1
[19] Cc1cc(C)n(CC(=O)n2c(C)c(C)c3ccccc32)n1
[20] CCN(C(=O)c1coc(=O)c2ccccc12)c1cc(OC)ccc1OC
Compound	16	17	18	19	20
Hck-Nef inh	16	-23	0	-6	4
Runt-CBFb FRET	1	-1	1	-2	2
L929 necroptosis	-0.4	.	0.1	-0.6	-0.2
Mdm2 ligase inh	-14	-7	-4	-9	-9
Runt-SMMHC FRET	-3	0	-4	2	-1
EBV gp42 inh	-19	4	-6	-4	-6
14-3-3 Bad inh	-2	-3[fluorescence artefact?]	-8	-1	4
p47phox inh	-2	-8	-5	6	-3
Tb hexokinase	-23	8	-3	4	-2

Sorted by length of the SMILES (ascending): 3 of the compounds above
[16] Cc1csc(NC(=O)c2cncc(Br)c2)n1
[15] Fc1ccc(CSc2ncnc3scc(-c4ccccc4)c23)cc1
[19] Cc1cc(C)n(CC(=O)n2c(C)c(C)c3ccccc32)n1
Compound	16	15	19
Hck-Nef inh	16	2	-6
Runt-CBFb FRET	1	0	-2
L929 necroptosis	-0.4	0.6	-0.6
Mdm2 ligase inh	-14	-23	-9
Runt-SMMHC FRET	-3	-1	2
EBV gp42 inh	-19	-14	-4
14-3-3 Bad inh	-2	0	-1
p47phox inh	-2	-20	6
Tb hexokinase	-23	3	4

More entries follow:
[21] COc1ccc(CNC(=O)CSc2nc3cccnc3s2)cc1
[22] COc1cc(/C=N/NC(=S)NCc2ccco2)cc(OC)c1OC
[23] CCCCC(O)(CCCC)C(=O)N/N=C(\C)c1ccc(Cl)cc1
[24] CCOC(=O)/C(=C/c1ccc(OC)cc1)NC(=O)c1ccco1
[25] COc1ccc(N2CC(C(=O)Nc3nnc(SCc4ccccn4)s3)CC2=O)cc1 (stereo not given)
Compound	21	22	23	24	25
Hck-Nef inh	15	3	4	0	5
Runt-CBFb FRET	0	6	1	2	2
L929 necroptosis	0.5	2.5	1.8	-0.5	0.7
Mdm2 ligase inh	-14	-3	-24	-4	-8
Runt-SMMHC FRET	-1	3	-6	-4	2
EBV gp42 inh	-13	-20	-16	-16	0
14-3-3 Bad inh	-3	-4[fluorescence artefact?]	-3	-2	2
p47phox inh	-10	-36	-5	-11	-4
Tb hexokinase	-11	-38	-8	-23	-2

[26] COc1ccccc1N1CCN(C(=O)C(OC(C)=O)c2ccccc2)CC1 (stereo not given)
[27] CCN(CC)C(=O)Oc1ccc2c(=O)c(-c3ccc(OC)cc3)coc2c1
[28] CCOC(=O)CSc1ccc(-c2nc3ccccc3[nH]2)cn1
[29] CCOC(=O)c1c(N)sc(C(=O)N(C)C)c1CN1CCOCC1
[30] CCNC(=O)CC1SC(=Nc2ccccc2C)N(C)C1=O (stereo not given)
Compound	26	27	28	29	30
Hck-Nef inh	1	2	-21	7	0
Runt-CBFb FRET	1	-2	2	1	0
L929 necroptosis	0.8	-0.2	0.1	0.3	0.2
Mdm2 ligase inh	-5	2	-26	-12	-5
Runt-SMMHC FRET	1	0	-2	-6	-4
EBV gp42 inh	-2	-16	-24	-15	-20
14-3-3 Bad inh	-5	8	10[fluorescence artefact?]	-2[fluorescence artefact?]	2
p47phox inh	-3	2	-4	-2	-4
Tb hexokinase	0	8	-8	-10	3

Further results follow:
Every second line gives: Hck-Nef inh	Runt-CBFb FRET	L929 necroptosis	Mdm2 ligase inh	Runt-SMMHC FRET	EBV gp42 inh	14-3-3 Bad inh	p47phox inh	Tb hexokinase
31: O=C(Nc1ccccc1)c1snc2c(=O)[nH]cnc12
  10	0	1.7	4	4	-10	2	-7	-24
32: COc1ccc(/C=C/C(=O)N(CC(C)C)CC(C)C)cc1Br
  -1	-6	0.6	0	-3	5	4	-7	-11
33: Cc1cc(-c2ccccc2C(=O)NCc2ccccc2)on1
  9	1	-0.8	1	-1	-16	2[fluorescence artefact?]	-5	-7
34: Cn1c(SCC(=O)N2c3ccccc3Sc3ccccc32)nc2ccccc21
  0	-1	0.7	-8	-3	-5	12[fluorescence artefact?]	-17	15
35: Cc1cccc(-c2noc(CCc3ccccc3)n2)c1
  1	-1	0.2	-13	-3	-3	2	-5	0
36: CC1=NN(C(=O)c2cccnc2)C(O)(C(F)(F)F)C1 (stereo not given)
  -4	2	0.3	-7	-1	8	-21	0	-10
37: C=CCN(CC(=O)O)S(=O)(=O)c1ccccc1C(F)(F)F
  1	-1	0.7	-3	0	2	-4	-12	-2
38: Cc1ccc2[nH]c(=O)c(CN(Cc3cccs3)Cc3nnnn3CC3CCCO3)cc2c1 (stereo not given)
  1	-10	-0.4	-8	-33	0	-2	-4	-12
39: CC(=O)Nc1ccc(-c2nnn(CC(=O)c3ccc(F)cc3)n2)cc1Cl
  27	-1	-0.9	.	0	-12	-4	-35	-10
40: Cc1ccc(C(=O)N2CCN3C(=O)c4ccccc4C23c2ccc(Cl)cc2)cc1 (stereo not given)
  -1	-1	-0.6	11	-1	-10	4	-7	-6

Other compounds:
Every second line gives: Hck-Nef inh	Runt-CBFb FRET	L929 necroptosis	Mdm2 ligase inh	Runt-SMMHC FRET	EBV gp42 inh	14-3-3 Bad inh	p47phox inh	Tb hexokinase
41: Nc1c(NC(=O)CC[n+]2ccccc2)cccc1[N+](=O)[O-]
  1	-1	0.5	-13	0	0	7[fluorescence artefact?]	-9	17
42: CC(C)N1CCc2c(sc(NC(=O)c3cc4cc([N+](=O)[O-])ccc4s3)c2C(N)=O)C1
  9	-2	-1.4	-9	0	-17	95*	19	-15
43: COc1ccc(NC(=O)C2CCCCN2S(=O)(=O)c2ccc(F)cc2)cc1 (stereo not given)
  16	2	-0.1	-3	0	2	6	11	2
44: Cc1cc(=O)oc2cc(NC(=O)C3COc4ccccc4O3)ccc12 (stereo not given)
  0	2	2.1	-18	-2	0	5[fluorescence artefact?]	-7	-2
45: CCCC(=O)NCc1cc(-c2nn(C)c(=O)c3ccccc23)ccc1OC
  14	-2	1.5	1	4	-4	-3	1	3
46: Cc1ccc(C(=O)Nc2ccccc2C(=O)O)cc1NC(=O)COc1c(C)cccc1C
  17	-3	4.9	-9	-4	-10	-8	-15	-1
47: Cc1cc(C(=O)COc2ccc(Cl)cc2Br)c(C)n1C
  26	1	-0.1	-1	2	-9	-29	-10	-6
48: O=C(N/N=C/c1c(O)n(-c2ccccc2Cl)c(=O)c2ccccc12)C1COc2ccccc2O1 (stereo not given)
  4	21	5.3	-6	62	-55	-10	-144	1
49: CC(C)OCCCNC(=O)c1ccccc1Oc1ccccc1
  -16	0	-0.6	.	1	4	7	-11	-2
50: COc1cccc(/C=N/NC(=O)Cn2nc([N+](=O)[O-])cc2C)c1
  8	1	1.3	-7	-4	-7	8	0	-8
51: O=C1N/C(=N\N=C\c2cccs2)SC1Cc1ccc(Cl)cc1 (stereo not given)
  0	3	3.4	-8	1	-1	10	-9	-24
52: C=CCCCCCCCCC(=O)NNC1CC(=O)N(c2ccccc2)C1=O (stereo not given)
  10	-1	0.1	-8	2	-12	0	-12	1
53: Cc1ccc(-n2ccc(=O)c(-c3ccnc(SCc4cccc(Cl)c4)n3)n2)cc1
  2	-4	0.0	-16	-12	-6	12	-11	-15

Structures above with bromine (three):
Every second line gives: Hck-Nef inh	Runt-CBFb FRET	L929 necroptosis	Mdm2 ligase inh	Runt-SMMHC FRET	EBV gp42 inh	14-3-3 Bad inh	p47phox inh	Tb hexokinase
16: Cc1csc(NC(=O)c2cncc(Br)c2)n1
  16	1	-0.4	-14	-3	-19	-2	-2	-23
32: COc1ccc(/C=C/C(=O)N(CC(C)C)CC(C)C)cc1Br
  -1	-6	0.6	0	-3	5	4	-7	-11
47: Cc1cc(C(=O)COc2ccc(Cl)cc2Br)c(C)n1C
  26	1	-0.1	-1	2	-9	-29	-10	-6
